Lamin A splicing – LMNA splicing modulation; Potency, µM (doses to about 46.1 µM), without a hit: at the highest dose ratio change, negative = inhibition, most hits filed as inhibitors; HeLa LMNA splicing GFP/RFP minigene ratio, 48 h; actives 0.01% (n = 200,000); active = well fitted inhibition curve with a large enough effect in the signal ratio, with a control signal flat, not every such curve was filed as active; inconclusive = small, poorly fitted or top-dose-only effect, or effect the other way, or a change in a side signal; the % refers to the signal ratio
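S3 HeLa stable clones carrying a lamin A-EGFP splicing minigene plus DsRed2 were seeded at 600 cells/well in Opti-MEM with 2% FBS, pin-dosed and incubated 48 h at 37°C. Acumen cytometry (488 nm) gave the GFP/RFP total-intensity ratio.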
Tau ThT inhib – tau fibrillization inhibition (ThT binding) | P10636 | recombinant tau K18 P301L (four-repeat tau fragment), heparin-induced fibrillization, ThT fluorescence | Potency, µM (series often up to 57.4 µM), inactives show at the highest dose activity, negative = inhibition, hits mostly inhibitors | actives 2.1% (n = 270,000) | AID 1460; active = well fitted inhibition curve with a large enough effect; inconclusive = small, poorly fitted or top-dose-only effect; also: nearly all actives have a fitted effect of over 55% in size
Target sequence (P10636 561-689 P618L limits assumed): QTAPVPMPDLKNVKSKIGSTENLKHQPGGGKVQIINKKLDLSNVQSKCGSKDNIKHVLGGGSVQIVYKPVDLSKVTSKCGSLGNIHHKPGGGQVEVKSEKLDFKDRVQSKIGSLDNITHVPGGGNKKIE
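In this qHTS, human K18 P301L tau is incubated with compound and heparin for 6 hr at 37 C, and Thioflavin T fluorescence then reports fibril load.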
* marks the source's active call; other numbers are inactive results; ? = inconclusive; [ ] = dose if it differs, or a comment. % is scaled to controls: 0 for no effect and ±100 for the full control effect; potency is read from the fitted curve at half-maximal effect. This is a subset, so the mix of outcomes need not match the whole.

SMILES	Lamin A splicing	Tau ThT inhib
COc1ccc(OC)c(NC(=O)CCc2c(C)nn(-c3ccc(N4CCCC4)nn3)c2C)c1	-4%[46 µM]	?
CCOc1ccccc1Oc1nc(C)nc2c1oc1ccccc12	-36%[46 µM]	6%
O=C(Nc1nnc(SCc2cc(=O)c3ccccc3[nH]2)s1)c1ccccc1	-15%[46 µM]	-13%
O=C(NCc1cccc(Cl)c1)c1ccc2c(c1)nc1n2CCOC1	?	1%
CCC(Sc1nc2nccnc2c(=O)n1Cc1ccccc1Cl)C(=O)NC1CCCCC1 (stereo not drawn)	-2%[46 µM]	3%
CNC(=O)c1cnc2sc(N3CCCCCC3)nn2c1=O	?	-3%
O=S(=O)(Nc1cc(F)ccc1F)c1ccc2[nH]c3c(c2c1)CCCC3	?	-4%
Cc1ccc(CNC(=O)N2CCC(CN3CCC(C)CC3)CC2)cc1	1%[46 µM]	6%
Cc1ccc2c(c1)-c1onc(C(=O)N3CCN(c4cc(Cl)ccc4C)CC3)c1CO2	13%[46 µM]	-18%
Cn1c(=O)n(C)c2cc(CNCc3ccccc3)ccc21	6%[46 µM]	13%
CC(=O)C1=C(c2ccc(Cl)c(Cl)c2)N(C(C)=O)n2cnnc2S1	?	4.5µM*
Cc1ccc(N(C)S(=O)(=O)c2ccc3[nH]c(=O)ccc3c2)cc1	12%[46 µM]	-1%
Cc1cc(C(=O)NCc2ccccc2)c2c(C)nn(-c3cccc(F)c3)c2n1	9%[46 µM]	-3%
CCOC(=O)Cn1c(=O)n(CC2CCCO2)c2nc(-c3cccc(C)c3)nc(C(N)=O)c21 (stereo not drawn)	?	-5%
COc1ccc(CNC(=O)COCc2cc(-c3cccs3)on2)cc1	?	1%
COc1cc2ccccc2cc1C(=O)N1CCN(c2nc3ccc(F)cc3s2)CC1	-17%[46 µM]	?
Cc1ccccc1OCc1nnc(SCc2cc(=O)c3cccc(F)c3[nH]2)n1C	?	-1%
CCOC(=O)c1cccc(NC(=O)C2CCN(S(=O)(=O)c3cn(C)cn3)CC2)c1	?	11%
COc1ccc2cc(C(=O)NCc3ccc4c(c3)CCN4C(=O)c3ccc(F)cc3)[nH]c2c1	0%[46 µM]	-5%
CCOc1ccc(C(=O)N2CCC(c3ccncc3)CC2)cc1	15%[46 µM]	2%
Cc1ccc(-n2ncc(C(=O)Nc3ccc4c(c3)OCCO4)c2C2CCN(C(=O)OC(C)(C)C)CC2)cc1	1%[46 µM]	?
COc1ccc(CNC(=O)c2ccc(CS(=O)(=O)c3ccc(OC)cc3)o2)cc1	-6%[46 µM]	2%
Cc1ccc(-c2nc3sc(CCNC(=O)c4ccco4)c(C)n3n2)cc1	-8%[46 µM]	?
COc1ccc(CNC(=O)c2ccc3c(c2)N(Cc2cccc(Cl)c2)C(=O)c2ccccc2S3)c(OC)c1	-12%[46 µM]	-2%
Cc1cc(C)cc(C(=O)NCCc2sc(-c3ccc(F)cc3)nc2C)c1	10%[46 µM]	?
O=S(=O)(NCC(c1ccco1)S(=O)(=O)c1ccccc1)c1cc(F)ccc1F (stereo not drawn)	?	1%
CCOC(=O)c1ccc(CN(Cc2ccccc2)S(=O)(=O)c2ccc(Cl)cc2)cc1	10%[46 µM]	3%
Cc1ccc(CN2C(=O)CC(c3ccc(Cl)cc3)c3c(C)nn(-c4nc(C)cc(C)n4)c32)cc1 (stereo not drawn)	15%[46 µM]	-4%
Cc1ccc(-c2cnc(C3CC3)o2)cc1S(=O)(=O)Nc1cccc(C#N)c1	-12%[46 µM]	-2%
O=S(=O)(NCC(c1ccco1)S(=O)(=O)c1cccs1)c1ccccc1 (stereo not drawn)	-23%[46 µM]	-4%

Some of these compounds in order of heavy-atom count, lowest first:
SMILES	Lamin A splicing	Tau ThT inhib
CCOc1ccc(C(=O)N2CCC(c3ccncc3)CC2)cc1	15%[46 µM]	2%
O=S(=O)(NCC(c1ccco1)S(=O)(=O)c1cccs1)c1ccccc1 (stereo not drawn)	-23%[46 µM]	-4%
Cc1cc(C)cc(C(=O)NCCc2sc(-c3ccc(F)cc3)nc2C)c1	10%[46 µM]	?
Cc1ccc(-c2cnc(C3CC3)o2)cc1S(=O)(=O)Nc1cccc(C#N)c1	-12%[46 µM]	-2%
O=S(=O)(NCC(c1ccco1)S(=O)(=O)c1ccccc1)c1cc(F)ccc1F (stereo not drawn)	?	1%
COc1ccc(CNC(=O)c2ccc(CS(=O)(=O)c3ccc(OC)cc3)o2)cc1	-6%[46 µM]	2%
CCOC(=O)c1ccc(CN(Cc2ccccc2)S(=O)(=O)c2ccc(Cl)cc2)cc1	10%[46 µM]	3%
COc1ccc2cc(C(=O)NCc3ccc4c(c3)CCN4C(=O)c3ccc(F)cc3)[nH]c2c1	0%[46 µM]	-5%
Cc1ccc(CN2C(=O)CC(c3ccc(Cl)cc3)c3c(C)nn(-c4nc(C)cc(C)n4)c32)cc1 (stereo not drawn)	15%[46 µM]	-4%
COc1ccc(CNC(=O)c2ccc3c(c2)N(Cc2cccc(Cl)c2)C(=O)c2ccccc2S3)c(OC)c1	-12%[46 µM]	-2%

The listing picks up; the 3 compounds before the break are reprinted first.
SMILES	Lamin A splicing	Tau ThT inhib
Cc1ccc(CN2C(=O)CC(c3ccc(Cl)cc3)c3c(C)nn(-c4nc(C)cc(C)n4)c32)cc1 (stereo not drawn)	15%[46 µM]	-4%
Cc1ccc(-c2cnc(C3CC3)o2)cc1S(=O)(=O)Nc1cccc(C#N)c1	-12%[46 µM]	-2%
O=S(=O)(NCC(c1ccco1)S(=O)(=O)c1cccs1)c1ccccc1 (stereo not drawn)	-23%[46 µM]	-4%
CCCSCCCNC(=O)c1cc2n(n1)CCCN(Cc1ccc(C)cc1)C2=O	4%[46 µM]	4%
CCOC(=O)c1ccc(CN(Cc2ccc(F)cc2)S(=O)(=O)c2ccc(F)cc2)cc1	?	-3%
Cc1ccc(Cl)cc1N1CCN(CCCNC(=O)C2COc3ccccc3C2)CC1 (stereo not drawn)	?	-15%
Cc1ccc(CNC(=O)C(CC(C)C)N2Cc3ccccc3C2=O)cc1 (stereo not drawn)	6%[46 µM]	0%
O=C(NC1CC1)c1ccc(Cn2c(SCc3ccc(F)cc3)nc3cccnc32)cc1	2%[46 µM]	-4%
Cc1ccc(C(c2sc3nc(-c4ccco4)nn3c2O)N2CCN(c3ccc(F)cc3)CC2)cc1 (stereo not drawn)	?	-13%
CCOC(=O)N1CCc2c(sc(NCc3ccc(N(C)C)cc3)c2C(=O)Nc2ccc(OC)cc2)C1	-15%[46 µM]	?
COc1ccc(CCNC(=O)Cn2cc(S(=O)(=O)Cc3ccccc3Cl)c3ccccc32)cc1OC	-14%[46 µM]	-15%
CCc1ccc(NC(=O)Cn2cnc3nc4c(cc3c2=O)CCCC4)cc1	20%[46 µM]	8%
CN1CCN(c2ncc3c(n2)CCN(Cc2ccccc2Cl)C3)CC1	-6%[46 µM]	-4%
Cc1cccc(N2CCN(c3ncnc4c3nc3n4CCCCC3)CC2C)c1 (stereo not drawn)	?	?
COc1ccc(N2CCN(CCCNC(=O)c3cc(Nc4ccc(OC)cc4OC)nc4ccccc34)CC2)cc1	?	18µM*
O=C(COc1ccccc1)NCc1ccc2c(c1)CCN2C(=O)c1ccc(F)cc1	?	-2%
CC(NC(=O)C(=O)Nc1c2c(nn1-c1ccc(F)cc1)CSC2)c1ccccc1 (stereo not drawn)	-7%[46 µM]	-7%
Cc1ccc(N(C)C(=O)Cn2cnc3onc(-c4ccc(F)cc4)c3c2=O)cc1C	-2%[46 µM]	-8%
CC(=O)c1ccc(NC(=O)c2nc3ccccc3n(C)c2=O)cc1	-1%[46 µM]	?
COc1ccc(Cn2ccc3nc(C)c(C(=O)N4CCN(c5ccc(OC)cc5)CC4)cc3c2=O)cc1	3%[46 µM]	?
Cc1ccc(N(C)C(=O)C2CCN(S(=O)(=O)c3cn(C)cn3)CC2)cc1	0%[46 µM]	8%
Cc1ccc(-c2nnc(NC(=O)c3ccc4c(c3)OCCO4)o2)c(C)c1	3%[46 µM]	?
COc1ccc(CNC(=O)C(C)n2c(=O)cc(C)c3c(C)nn(-c4ccccc4)c32)cc1 (stereo not drawn)	3%[46 µM]	0%
Cc1ccccc1NC(=O)c1nc(-c2ccncc2)no1	?	-17%
Cc1ccccc1CN1C(=O)c2ccccc2Sc2ccc(C(=O)N3CCOCC3)cc21	-4%[46 µM]	-7%
O=C(Nc1cccc(C(F)(F)F)c1)C1CCN(c2nnc(-n3cccc3)s2)CC1	9%[46 µM]	?
CCc1ccccc1N(C)C(=O)c1cn(-c2cccc(OC)c2)c(=O)c2ccccc12	1%[46 µM]	-6%
CCN1CCN(CCCNC(=O)c2cnn(-c3ccccc3)c2C2CCN(C(=O)OC(C)(C)C)CC2)CC1	?	3%
COc1ccc(CNC(=O)Cn2c(SCC(=O)N(C)c3ccccc3)nc3ccccc32)cc1	-15%[46 µM]	1%
Cc1ccccc1OCc1ccc(-c2nc(C#N)c(NCc3cccnc3)o2)o1	?	?
COc1ccc(S(=O)(=O)c2cn(Cc3ccccc3)c3cc(N4CCCC4)c(F)cc3c2=O)cc1	0%[46 µM]	-5%
CCOc1ccccc1NC(=O)C1CCN(S(=O)(=O)c2ccc3c(c2)CCCN3C(C)=O)CC1	2%[46 µM]	-7%
CCCCN(C)C(=O)C1CCCN(c2ncnc3onc(C)c23)C1 (stereo not drawn)	-3%[46 µM]	-4%
COc1cc(Cl)c(C)cc1NC(=O)C1CCCN(c2ncnc3onc(-c4ccc(F)cc4)c23)C1 (stereo not drawn)	-5%[46 µM]	3%
COc1ccc(CC(=O)NCc2nc3cccnc3n2Cc2ccc(C)cc2)cc1	?	1%
CCOCCCNC(=O)c1ccc(NC(=O)N2CCCCc3ccccc32)cc1	3%[46 µM]	-1%
CCC1=Nc2cc(C(=O)NCc3ccccc3OC)ccc2Sc2ccc(Cl)cc21	0%[46 µM]	3%
COc1cccc(-c2cc(C(=O)Nc3cc(Cl)ccc3O)on2)c1	?	?
COc1ccc(C2CC(=O)N(Cc3cccc(C)c3)c3c2c(C)nn3-c2nc(C)cc(C)n2)c(OC)c1 (stereo not drawn)	17%[46 µM]	0%
COc1ccccc1OCC(=O)NCC(c1ccc(Cl)cc1)N1CCOCC1 (stereo not drawn)	-6%[46 µM]	4%
COc1cccc(N2CC(NC(=O)COc3ccccc3F)CC2=O)c1 (stereo not drawn)	6%[46 µM]	1%
Cc1ccc2c(=O)c(C(=O)c3ccc(F)cc3)cn(CC(=O)NCCc3ccccc3)c2n1	?	-8%
COc1ccc(CN2CCc3c(c(=O)n4ncc(C(=O)N5CCN(c6ccccc6F)CC5)c4n3C)C2)cc1	-5%[46 µM]	-10%
COc1ccc(CCNC(=O)Cn2c(=O)c3cccn3c3ccc(F)cc32)cc1OC	9%[46 µM]	?
COc1cc(Nc2ncc3c(n2)CCN(Cc2cc(F)cc(F)c2)C3)cc(OC)c1	?	0%
COc1cc(Cl)c(NC(=O)C2CCN(S(=O)(=O)c3c(C)noc3/C=C/c3ccccc3F)CC2)c(OC)c1	-4%[46 µM]	-5%
CCc1ccc(NC(=O)c2ccc3nc(C(C)C)oc3c2)cc1	-5%[46 µM]	?
Cc1cccc(C(=O)Nc2nnc(S(=O)(=O)N(C)Cc3ccccc3)s2)c1	?	3%
Cc1ccc(Cl)cc1NC(=O)c1sc(-n2nc(C)c(Cc3ccc4c(c3)OCO4)c2C)nc1C	26%[46 µM]	2%
Cc1cccc(N2CCN(C(=O)Cc3c(C(=O)O)c(C)cn3C)CC2)c1C	-1%[46 µM]	2%
CCOc1ccc(NC(=O)C(C)n2c(=O)cc(-c3ccccc3)c3c(C)nn(C)c32)cc1 (stereo not drawn)	9%[46 µM]	5%
Cc1cc(SCC(=O)NCc2ccc(F)cc2)nc(=O)[nH]1	10%[46 µM]	-1%
CCc1ccc(S(=O)(=O)Nc2cc3c(cc2N2CCOCC2)n(C)c(=O)c(=O)n3C)cc1	-6%[46 µM]	-2%

Continued:
SMILES	Lamin A splicing	Tau ThT inhib
COCCNC(=O)C(=O)NCC(c1ccc2c(c1)OCO2)N1CCOCC1 (stereo not drawn)	9%[46 µM]	9%
COc1ccc(-c2nc(C)c(CCNC(=O)c3cccc(C)c3)s2)cc1OC	-3%[46 µM]	?
COC(=O)c1sccc1S(=O)(=O)N1CCN(c2cc(Cl)ccc2C)CC1	?	-9%
Cc1ccc(C)c(CN2C(=O)c3ccccc3Sc3ccc(C(=O)NCc4ccco4)cc32)c1	?	-3%
CCCN(CCC)CCNC(=O)c1sc2nc3n(c(=O)c2c1C)CCCCC3	-3%[46 µM]	-10%
CC(=O)c1ccc(N2C(=O)Nc3ccccc3S2(=O)=O)cc1	-11%[46 µM]	-4%
COc1ccc(CCC(=O)NCCc2csc(-c3ccc(Cl)cc3)n2)cc1	?	-10%
Cc1cc(C)cc(-n2c(SCC(N)=O)nc3c([nH]c4ccccc43)c2=O)c1	?	-15%
COc1cccc(C2C(=O)N(C3CCCCC3)CC(=O)N2Cc2ccc(Cl)cc2)c1 (stereo not drawn)	-5%[46 µM]	0%
COc1ccc(CCC(=O)NC2CC(=O)N(c3cccc(F)c3)C2)cc1 (stereo not drawn)	11%[46 µM]	-8%
COc1ccc(-n2ccn(Cc3ccc(C)cc3)c(=O)c2=O)cc1OC	-12%[46 µM]	?
COc1cccc(CNC(=O)c2cc3n(n2)CCCN(Cc2ccc(C)cc2)C3=O)c1OC	-1%[46 µM]	-5%
CCOc1ccc(-c2cc3c(=O)n(CC(=O)NCc4ccccc4)ccn3n2)cc1	?	4%
COc1ccc(CC(=O)NCCc2csc(-c3ccc(C(F)(F)F)cc3)n2)cc1	1%[46 µM]	-3%
